# APJ antagonist: antagonists of human APJ apelin receptor; P35414; CHO-K1 APJ beta-arrestin complementation, luminescence; inhibition, % at 20 µM; actives 0.32% (n = 330,000); AID 2521;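 active means inhibition above about 40% at 20 µM, limit read from the data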;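 further: cells challenged with 10 nM apelin-13 agonist together with compound; plate controls were apelin-13 plus DMSO wells for no effect and DMSO wells lacking apelin-13 for full effect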
# CCR6 antag: CCR6 (human) receptor antagonism; P51684; CHO-K1 CCR6 PathHunter beta-arrestin, luminescence, CCL20-stimulated; inhibition, % at 20 µM; actives 0.49% (n = 340,000); AID 493098;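 active means compounds whose inhibition of the agonist-driven luminescence signal at 20 µM reaches about 50%, limit read from the data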;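 further: cells stimulated with CCL20 at 14 nM final; plate controls were DMSO with CCL20 for no effect and DMSO without agonist for full effect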
# EBI2 antag: EBI2 (human) antagonism. P32249. EBI2 beta-arrestin recruitment, luminescence, 7a,25-OHC stimulated. inhibition, % at 5 µM. actives 0.81% (n = 360,000); in the data active means inhibition above about 38%;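 further: enzyme fragment complementation signal reports receptor beta-arrestin coupling in cells; 0% = agonist plus DMSO wells and 100% = wells without agonist; some results beyond the cut were filed as inactive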
# tim23-1 inh: tim23-1 yeast growth inhibition | inhibition, % at 20 µM | S. cerevisiae tim23-1 growth, BacTiter-Glo luminescence, 24 h | actives 1.3% (n = 330,000);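 active means growth inhibition of the mutant yeast at or above 50%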;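 further: temperature-sensitive mutant grown at 25 °C; plate controls were DMSO-treated mutant yeast for no effect and medium wells lacking yeast for full effect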
# Mdm2 MdmX PPI: disrupts the human Mdm2-MdmX interaction; SaOS-2 split-luciferase Mdm2/MdmX complementation, luminescence; actives 3% (n = 330,000); O15151+Q00987; inhibition, % at 8 µM;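 active means inhibition of at least 50% at 8 µM in the primary screen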
# Target sequence (O15151 whole entry, looked up): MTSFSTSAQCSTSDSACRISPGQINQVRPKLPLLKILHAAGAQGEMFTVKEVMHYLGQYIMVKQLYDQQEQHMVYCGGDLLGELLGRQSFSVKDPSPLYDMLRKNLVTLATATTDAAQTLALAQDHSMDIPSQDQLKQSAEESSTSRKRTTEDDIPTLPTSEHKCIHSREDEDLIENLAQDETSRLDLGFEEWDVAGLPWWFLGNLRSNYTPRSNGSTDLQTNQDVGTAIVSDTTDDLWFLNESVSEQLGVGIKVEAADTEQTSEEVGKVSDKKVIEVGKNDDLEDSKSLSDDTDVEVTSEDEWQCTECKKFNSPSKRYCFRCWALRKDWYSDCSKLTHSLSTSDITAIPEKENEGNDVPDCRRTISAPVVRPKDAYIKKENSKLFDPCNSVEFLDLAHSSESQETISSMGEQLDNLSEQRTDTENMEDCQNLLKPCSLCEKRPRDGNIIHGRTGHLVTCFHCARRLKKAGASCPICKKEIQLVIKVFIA
# Target sequence (Q00987 whole entry, looked up): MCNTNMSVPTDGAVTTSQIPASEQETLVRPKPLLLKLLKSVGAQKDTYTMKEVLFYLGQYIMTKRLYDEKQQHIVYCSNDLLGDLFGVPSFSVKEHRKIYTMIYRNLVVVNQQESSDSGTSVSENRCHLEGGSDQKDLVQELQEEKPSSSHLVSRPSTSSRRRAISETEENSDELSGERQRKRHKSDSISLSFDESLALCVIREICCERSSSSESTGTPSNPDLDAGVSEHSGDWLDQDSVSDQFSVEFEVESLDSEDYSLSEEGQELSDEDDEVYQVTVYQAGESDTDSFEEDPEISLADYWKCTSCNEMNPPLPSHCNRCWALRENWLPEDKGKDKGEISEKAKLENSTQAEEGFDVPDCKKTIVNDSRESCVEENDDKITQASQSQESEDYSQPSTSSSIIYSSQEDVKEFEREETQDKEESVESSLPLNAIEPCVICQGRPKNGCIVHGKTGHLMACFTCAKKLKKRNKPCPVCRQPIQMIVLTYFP
# APJ ag: activates the human apelin receptor APJ; P35414; CHO-K1 APJ PathHunter beta-arrestin, luminescence; 0% DMSO wells, 100% apelin; activation, % at 20 µM; actives 0.11% (n = 330,000);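 active means activation more than six SD over the plate average, tested at 20 µM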;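 further: 0% = DMSO alone and 100% = apelin-13 at 10 nM; some results filed as inactive read as strong as hits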
#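 assay system = CHO-K1 APJ beta-arrestin complementation cell line | input = cell density 1000 per well | dosing = compound 20 µM once, DMSO 1% | timing = compound 90 min 25 °C, reagent 1 h | measured by = luminescence from split beta-galactosidase complementation, Galacton Star/Emerald II substrate | read-out basis = APJ agonist activity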
# CXCR6 inh: blocks human CXCR6 beta-arrestin recruitment | CHO-K1 PathHunter CXCR6 beta-arrestin, luminescence | inhibition, % at 20 µM | actives 0.36% (n = 360,000); in the data active means inhibition above about 34%, passing the limit was not always enough;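 further: antagonist mode with CXCL16 agonist at 10 nM final; 0% = 10 nM CXCL16 with DMSO and 100% = unstimulated wells without agonist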
# XBP1 UPR activ: activators of adaptive arm of unfolded protein response (XBP1); activation, % at 20 µM; CHO-XBP1 luciferase reporter, IRE1-XBP1 UPR activation, luminescence; percent of tunicamycin response, DMSO as zero; actives 0.33% (n = 330,000);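 active means versus positive control, 20 µM dose yields 30% or more activation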;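 further: 100% = tunicamycin at 10 µg/mL and 0% = DMSO only wells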
#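 Material – CHO cell line with stable XBP1 luciferase reporter · Buffer or medium – F12 plus 10% FBS · Compound – single point, 20 µM final compound, 1% DMSO · Schedule – 16-18 h cell attachment at 37 °C, then 6 h compound exposure · Signal – Steady-Glo luminescence read · Benchmarks – high control tunicamycin 10 µg/mL final, low control DMSO vehicle only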
# UPR CHOP act: activators of apoptotic arm of unfolded protein response (CHOP) | CHO-CHOP luciferase reporter, UPR activation, luminescence; percent of tunicamycin response over DMSO baseline | activation, % at 10 µM | actives 0.34% (n = 330,000);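 active means at 10 µM dose, activation of 40% or more, normalized to positive control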;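 further: 100% = tunicamycin at 10 µg/mL and 0% = DMSO alone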
#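 System: CHO CHOP reporter cells. Amount: 500 cells per well. Buffer or medium: F12 medium, 10% FBS. Compound dosing: one dose, 10 µM in 0.5% DMSO. Incubation: 6 h compound exposure at 37 °C after overnight seeding. Technique: Steady-Glo luciferase luminescence. Benchmarks: tunicamycin and DMSO controls.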
# Active calls of the source: *; . = not tested or not shown. These rows are one share of the data; count on the stated rates, not on these rows.
SMILES,APJ antagonist,CCR6 antag,EBI2 antag,tim23-1 inh,Mdm2 MdmX PPI,APJ ag,CXCR6 inh,XBP1 UPR activ,UPR CHOP act
CCN(CC)Cc1c(O)ccc2c(=O)c(Oc3ccccc3OC)c(C)oc12,-20,6,-5,6,-2,-4,2,-1,0.9
CC(=O)c1cccc(NC(=O)NCc2cccs2)c1,10,20,4,3,3,-6,-1,-2,-0.9
O=C(NCC(=O)N(Cc1ccco1)C(C(=O)NC1CCCC1)c1cccnc1)c1cccs1 (stereo unspecified),-8,17,-1,-4,14,1,0,-1,-0.1
CCOC(=O)C1=C(CN2CCCCCC2)NC(=O)NC1c1ccc2c(c1)OCO2 (stereo unspecified),7,10,-6,-5,17,-1,0,-2,-0.8
CCCCC(NC(=O)Cc1c(C)c2cc3c(C)c(C)oc3c(C)c2oc1=O)C(=O)O (stereo unspecified),5,-6,0,21,-8,1,-6,-4,1.3
COC(=O)c1c(NC(=O)c2ccoc2C)sc2c1CCC2,7,7,1,22,-6,6,0,0,-1.1
CC(O)CNc1cc(N)c([N+](=O)[O-])cc1[N+](=O)[O-] (stereo unspecified),3,19,2,8,7,-1,12,-1,1.3
Cc1ccc(S(=O)(=O)N(C)C)cc1NC(=O)COC(=O)C1CC1,6,0,-8,15,17,-5,-1,-3,0.1
CC(C)(C)CC(C)(C)NC(=O)CSCC(=O)Nc1ccc2ccccc2c1,-12,14,71*,67*,-6,3,-2,-5,-1.7
Cc1cc(NC(=O)NN2CCOCC2)nn1-c1c(Cl)cccc1Cl,3,5,-4,11,23,-1,8,-2,0.0
C=C(C)c1cccc(C(C)(C)NC(=O)Nc2ccc3[nH]c(=O)[nH]c3c2)c1,13,-10,0,5,23,0,0,2,1.0
Cc1ccc(C2C(C#N)=C(N)Oc3n[nH]c(-c4cccnc4)c32)o1 (stereo unspecified),-36,21,-9,37,-4,-1,5,-3,0.3
O=C(Nc1ccccc1)c1ccc(CSc2ccccn2)cc1,10,5,15,-7,-118,-3,9,0,4.0
O=C(CC(Sc1ccccc1)c1cccs1)c1ccco1 (stereo unspecified),17,24,3,17,21,-1,-1,23,12
Cc1onc(-c2c(F)cccc2Cl)c1C(=O)OCC(=O)NCc1ccccc1,6,4,-4,29,1,0,-6,-3,1.0
O=C(c1ccc(F)cc1)N1CCN2C(=O)c3ccccc3C12c1ccccc1 (stereo unspecified),-4,14,-11,-4,20,-1,11,-2,-1.0
COc1cc(NC(=S)NC(=O)c2cccs2)ccc1NC(=O)C(C)C,25,29,10,18,-16,-3,13,0,0.0
Cc1[nH]c(=O)[nH]c(=O)c1NC(=O)c1ccc(OC(C)C)cc1,5,-5,4,26,-19,1,1,0,1.6
O=C1CCC(C(=O)N(Cc2ccco2)C2(C(=O)NC3CCCC3)CCCCC2)N1 (stereo unspecified),7,-3,5,-11,31,-2,7,2,-2.0
O=C(NCC1CCCO1)c1ccc([N+](=O)[O-])o1 (stereo unspecified),-69,-5,-20,18,13,24,-10,6,2.8
COc1ccc(NC(=O)c2cc3cc(OC)ccc3oc2=N)cc1,6,3,15,7,3,-3,7,2,7.2
O=C(Cn1cnc2c(nnn2Cc2ccc(F)cc2)c1=O)NCc1ccccc1,-4,8,10,12,-24,-5,4,-2,-0.5
N#C/C(=C(/O)c1cccs1)c1nnc2n1CCCCC2,-6,-16,-3,20,-7,-5,-4,-1,1.5
O=S(=O)(Nc1ccc(Br)cc1)c1cccc2nonc12,8,17,-6,31,14,-4,11,-5,-0.8
CCOC(=O)c1c(C)oc2c(CN3CCN(C)CC3)c(Br)c(OC)c(O)c12,0,8,-7,6,-3,-3,-2,3,1.8
O=C(COC(=O)c1ccccn1)Nc1ccccc1OC(F)F,-2,1,-3,4,-13,-2,-1,0,1.2
CCOC(=O)c1[nH]ncc1CN1CCCC(C(=O)c2cccc(OC(C)C)c2)C1 (stereo unspecified),9,7,-8,3,-13,-1,-8,-3,1.5
COC(=O)[C@@H](NC(=O)NCc1ccco1)C(C)C,-4,-4,-2,3,14,-3,-6,-1,-1.3
CSCC[C@H](NC(=O)CC(C)(C)C)c1nc2ccccc2[nH]1,-10,8,-11,7,-10,-4,-3,-3,0.1
Cc1cc(C)cc(OCC(=O)OCC(=O)NCc2ccco2)c1,5,-2,-3,-1,0,-1,5,0,-0.7
CCC(C)(C)NC(=O)/C=C/c1ccc(OC)c(S(=O)(=O)N2CCOCC2)c1,-10,10,-9,0,2,0,-22,-6,-3.1
O=C(O)COc1ccccc1/C=N/NC(=O)c1cc2ccccc2cc1O,-21,-1,-4,13,-4,-2,7,-1,-0.6
O=C(Nc1nnc(S(=O)(=O)N2CCCCCC2)s1)c1ccccc1Br,-2,-1,-1,28,-14,-1,5,-1,-1.6
CCCCOc1ccc(-c2nc(/C=N/c3nccs3)c(O)o2)cc1,3,24,0,-10,5,-4,6,-4,-0.4
COc1ccc(CCn2c(=N)c(C(=O)NC3CCCC3)cc3c(=O)n4ccccc4nc32)cc1OC,14,18,-11,5,39,-1,12,-2,-1.4
Cc1c2cccn2cc[n+]1C,-4,11,-6,10,26,1,4,1,-0.1
COc1ccc(Cl)cc1NC(=O)CCS(=O)(=O)c1ccc(Br)cc1,4,10,-2,28,-3,0,0,1,-0.1
O=C1CC(=O)Nc2cc(S(=O)(=O)NCc3cccs3)ccc2N1,13,9,3,-7,0,3,-4,-3,2.6
COCCCNC(=O)CSc1nc2ccccc2c(=O)n1CCCN1CCCCC1,-6,10,-24,-3,21,-1,3,1,-1.3
O=C(CSc1nc(-c2ccccc2)cc(C(F)(F)F)n1)NCCN1CCOCC1,3,8,5,14,-13,-2,3,-1,-0.5

# Four compounds out of the list, sorted by count of non-hydrogen atoms, low to high.
SMILES,APJ antagonist,CCR6 antag,EBI2 antag,tim23-1 inh,Mdm2 MdmX PPI,APJ ag,CXCR6 inh,XBP1 UPR activ,UPR CHOP act
Cc1c2cccn2cc[n+]1C,-4,11,-6,10,26,1,4,1,-0.1
COC(=O)[C@@H](NC(=O)NCc1ccco1)C(C)C,-4,-4,-2,3,14,-3,-6,-1,-1.3
O=C1CC(=O)Nc2cc(S(=O)(=O)NCc3cccs3)ccc2N1,13,9,3,-7,0,3,-4,-3,2.6
O=C(CSc1nc(-c2ccccc2)cc(C(F)(F)F)n1)NCCN1CCOCC1,3,8,5,14,-13,-2,3,-1,-0.5

# Next structures:
SMILES,APJ antagonist,CCR6 antag,EBI2 antag,tim23-1 inh,Mdm2 MdmX PPI,APJ ag,CXCR6 inh,XBP1 UPR activ,UPR CHOP act
C/C(=N\NC(=O)c1ccc(Cl)cc1)c1ccc2[nH]ccc2c1,-5,-1,-12,-1,-10,-4,-3,2,5.2
COc1ccc(NN=Nc2nc3c([nH]2)c(=O)n(C)c(=O)n3C)cc1,0,-5,-3,6,0,3,-3,0,3.6
O=C1S/C(=C\c2ccc(N3CCOCC3)o2)C(=O)N1Cc1c(F)cccc1Cl,19,19,32,21,34,-6,20,2,2.6
CCc1nnc(N/N=C/c2cccs2)n1N,-4,-13,-4,2,17,-1,-19,-3,0.9
O=C(CCc1c[nH]c2ccccc12)NCC1CCCO1 (stereo unspecified),23,-1,-3,10,-10,1,-3,-2,1.5
COc1ccc(Nc2nc(-c3ccc(OC)cc3)cs2)cc1,0,1,13,6,-48,-2,-10,1,3.1
Cc1noc(NS(=O)(=O)c2ccc(NC(=O)CSc3n[nH]c(-c4ccccc4)n3)cc2)c1C,14,-12,5,5,12,-1,10,-1,1.5
O=C(OCC(=O)N1CCCC1)c1ccccc1O,10,-2,2,12,-6,2,5,0,6.2
O=C(CSc1nc2ccccc2o1)NCc1ccco1,16,5,-7,-5,21,-2,-21,4,-2.3
CC(C)(C)c1cc(C(C)(C)C)cc(S(=O)(=O)CCc2ccccn2)c1,-15,8,-25,59*,-16,-2,7,-3,-1.2
Cn1c(=O)c2c(nc(N3CCOCC3)n2CCc2ccccc2)n(C)c1=O,-6,7,2,16,5,-3,8,1,-1.1
NC(=O)c1cc(N=Nc2c(N)[nH]n(-c3c(Cl)cc(Cl)cc3Cl)c2=O)ccc1Cl,25,21,0,-10,-2,-6,16,-3,-1.6
O=S(=O)(NC1CCCCC1)c1ccc(Br)s1,-8,13,1,24,-27,0,-5,2,3.2
Cc1ccc(C(=O)N2CCCCCC2)cc1Br,-2,8,-3,1,4,-6,-2,2,0.0
COc1ccc(CNC(=O)Cn2ccc(N)nc2=O)cc1,8,-2,-5,5,2,1,0,0,-0.3
COc1ccccc1N1CCN(S(=O)(=O)c2ccc3c4c(cccc24)C(=O)N3)CC1,-19,4,-10,30,1,5,2,-2,-0.8
CC(C)=CCN1CCN(Cc2cc(CC(C)C)n[nH]2)CC1CCO (stereo unspecified),6,12,-5,10,6,-2,-3,-2,0.0
O=C(NCc1ccccc1)C(c1ccco1)N(C(=O)c1csnn1)c1ccccc1F (stereo unspecified),-26,8,8,20,10,-3,3,-5,-1.9
Cc1ccc(S(=O)(=O)N2CCN(CC3CC4C=CC3C4)CC2)cc1 (stereo unspecified),13,-1,0,13,22,1,2,1,0.0
CCN(C(C)=O)N(CC)c1nc(Cl)nc(NC(C)C)n1,-14,11,1,22,-26,-2,8,1,2.3
Clc1ccc(-c2cc(CSc3cccc(Cl)c3)on2)cc1,10,19,0,18,-8,2,-1,1,-1.1
CCOc1ccccc1/C=C(\C#N)C(=O)NC1CC1,3,-10,-44,55*,25,-2,-1,2,-2.3
C#CCOCCOCCOCCNc1nc(N2CCN(C(=O)CCCCCCCCCCNC(=O)[C@H]([C@@H](C)CC)n3cc(CCCCN=C(N)N)nn3)CC2)nc(N2CCN(C(=O)CCCCCCCCCCNC(=O)[C@H](CCCCN)n3cc(C)nn3)CC2)n1,40*,-13,.,58*,18,83*,.,15,1.3
CCN(CC)S(=O)(=O)c1ccc(NC(=O)c2cnccn2)cc1,11,5,-6,10,3,-1,-1,-3,0.3
O=C(CCC(=O)N1CCc2ccccc2C1)NCCc1ccc(Cl)cc1,10,11,2,16,17,2,10,-3,0.7
Cc1ccc(C(=O)NCC(=O)OCC(=O)NCC(F)(F)F)cc1,-56,-10,-1,10,-5,-2,4,6,-1.6
CC(C)NC(=O)CC1OC(=O)c2ccccc21 (stereo unspecified),18,-14,-4,-23,13,-3,-5,3,-0.5
CCOC(=O)CNC(=S)N(Cc1cccs1)C1CCCC1,10,-2,1,19,10,-2,-1,0,2.4
CCOc1ccc(N(CC(=O)NCC(C)C)S(C)(=O)=O)cc1,1,9,-4,10,18,0,1,4,-3.5
Cc1ccc(NC(=O)CSc2nnc(NC(=O)c3ccco3)s2)cc1,-28,10,-2,-6,-3,1,-6,-3,2.2
CC(NC(=O)Nc1ccc2c(c1)OCO2)c1ccncc1 (stereo unspecified),4,9,-18,6,-2,-4,-15,-2,1.5

# Assay outcomes deposited in PubChem by Sanford-Burnham Center for Chemical Genomics.
